Screens: PubChem BioAssay, several laboratories
Fibroblast inh = antiproliferative effect on LL 47 fibroblasts – human, LL 47 cells, CellTiter-Glo luminescence, primary screen; viability, % at 10 µM; hit rate 1.1% among 85,000; LL 47 human lung fibroblast viability, ATP luminescence; hits give low values; AID 719, 2007;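 active = viability at or below 50% in the single dose screen; inactive = viability above 50%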;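 also: compound exposure lasted 72 h before the ATP readout; 100% = median luminescence of untreated cell-only wells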
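Test system: LL 47 human lung fibroblasts; Quantity: 1,150 cells/well; Buffer or medium: IMEM plus 15% FBS; Dosing: tenfold compound dosing solution, DMSO at 0.1%; Timing: overnight cell rest, 72 h compound treatment at 37 °C; Detection: ATP-based CellTiter-Glo luminescent readout; Read-out basis: viability percentage against median untreated-cell control; Controls: cell-only wells, no compound.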
PostGolgi ctrl = growth inhibition of yeast control strain, primary screen, counter-screen for post-Golgi transport modulator project; efflux-deficient yeast background strain, growth absorbance A615, 16 h; inhibition, % at 10 µM; hit rate 5% among 98,000; in the data active = inhibition above about 30%
PTPN22 act = LYP phosphatase activators, primary screen, biochemical, DiFMUP fluorescence, 2 µM | Tyrosine-protein phosphatase non-receptor type 22 (Homo sapiens), Q9Y2R2 | recombinant LYP; 0 = plate median, 100 = signal doubled | activation, % at 2 µM | hit rate 0.11% among 96,000;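 active = activation at 2 µM above a set limit, the mean plus 5 SD, cut at about 37% in these data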
S1P2 antag = human S1P2 receptor antagonists, primary screen, cell-based; cell-based S1P2 antagonist assay, inhibition at 5 uM; inhibition, % at 5 µM; hit rate 0.21% among 97,000; AID 736, 2007; in the data active = inhibition above about 45%;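 also: CRE beta-lactamase reporter cells expressing human S1P2 stimulated with S1P; 0% = agonist at EC80 alone and 100% = agonist plus reference antagonist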
Target sequence (O95136 whole entry, looked up): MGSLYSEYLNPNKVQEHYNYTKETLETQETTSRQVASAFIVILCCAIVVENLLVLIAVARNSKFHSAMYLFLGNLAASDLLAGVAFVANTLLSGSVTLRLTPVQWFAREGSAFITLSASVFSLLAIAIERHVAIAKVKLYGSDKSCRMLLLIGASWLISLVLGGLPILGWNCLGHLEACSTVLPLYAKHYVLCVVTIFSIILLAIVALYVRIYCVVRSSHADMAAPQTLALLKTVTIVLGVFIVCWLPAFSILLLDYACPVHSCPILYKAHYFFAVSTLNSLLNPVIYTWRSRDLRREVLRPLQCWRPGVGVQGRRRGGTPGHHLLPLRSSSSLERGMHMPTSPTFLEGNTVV
sEH inhibitor = soluble epoxide hydrolase inhibitors, primary screen, biochemical, human sEH; recombinant human sEH enzymatic activity assay; inhibition, % at 2 µM; hit rate 0.34% among 91,000; AID 707, 2007; in the data active = inhibition above about 80%; also: values of inactives mirror those of a sister screen read the other way; many of its hits are not listed in these tables
Target sequence (P34913 whole entry, looked up): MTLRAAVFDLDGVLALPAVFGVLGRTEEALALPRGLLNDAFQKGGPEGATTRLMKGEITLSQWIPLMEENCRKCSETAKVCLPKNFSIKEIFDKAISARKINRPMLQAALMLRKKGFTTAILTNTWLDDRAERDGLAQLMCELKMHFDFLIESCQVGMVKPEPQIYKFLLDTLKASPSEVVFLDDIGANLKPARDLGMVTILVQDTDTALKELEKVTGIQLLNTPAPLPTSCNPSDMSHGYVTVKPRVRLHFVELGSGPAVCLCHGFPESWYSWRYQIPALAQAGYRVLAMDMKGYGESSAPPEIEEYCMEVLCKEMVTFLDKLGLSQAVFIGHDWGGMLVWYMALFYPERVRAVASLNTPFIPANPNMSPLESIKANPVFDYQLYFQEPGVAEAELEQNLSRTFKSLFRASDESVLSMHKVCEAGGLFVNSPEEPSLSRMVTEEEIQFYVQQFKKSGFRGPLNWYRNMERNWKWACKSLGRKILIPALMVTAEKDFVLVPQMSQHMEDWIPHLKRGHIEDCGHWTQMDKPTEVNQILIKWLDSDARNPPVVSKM
HUVEC prolif 384 = inhibitors of HUVEC proliferation, primary screen, cell-based, 384-well; AID 648, 2007; hit rate 1.1% among 86,000; viability, % at 10 µM (by protocol); CellTiter-Glo luminescence, 72 h; hits give low values;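 active = viability at or below 30%; inactive = viability above 30%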;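 also: 100% = median luminescence of DMSO-only cell control wells on each plate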
H69AR growth 86K = proliferation blockers of H69AR lung cancer cells, primary screen, cell-based, human, 86K library | viability, % at 10 µM | hit rate 6% among 85,000 | AID 598, 2007 | H69AR lung tumor viability, ATP luminescence, 72 h; hits give low values;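 active = viability at or below 40%; inactive = viability above 40%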;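 also: multidrug resistant small cell line overexpressing MRP-1 efflux transporter; 100% = mean luminescence of untreated control wells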
S1P2 ag = S1P2 receptor agonists, primary screen, cell-based; S1P2-expressing cell line, agonist reporter read-out; activation, % at 4.5 µM; hit rate 0.46% among 97,000; AID 729, 2007; in the data active = activation above about 16%;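 also: 0% = vehicle low control and 100% = maximal reference agonist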
sEH activator = soluble epoxide hydrolase activators, primary screen, biochemical, human sEH | purified human sEH enzymatic activity, activator screen | activation, % at 2 µM | hit rate 0.04% among 91,000 | AID 717, 2007; in the data active = activation above about 37%; also: values of inactives mirror those of a sister screen read the other way
Numbers without * were called inactive; . = no result given. This is a subset. The share of hits here may be higher or lower than overall.

SMILES	Fibroblast inh	PostGolgi ctrl	PTPN22 act	S1P2 antag	sEH inhibitor	HUVEC prolif 384	H69AR growth 86K	S1P2 ag	sEH activator
O=S(=O)(CCCc1ccccc1)c1ncn[nH]1	102	4	-10	-8	-7	93	103	-2	6
CCC1=C/C(=C\c2ccc3c(c2)OCO3)C(=O)S1	.	15	-1	14	-13	.	.	-5	10
COc1ccc2cc(CN(CC3COCCO3)S(=O)(=O)c3ccccc3)c(=O)[nH]c2c1 (configuration not stated)	92	8	6	10	-3	88	84	-9	4
CN(C(=O)C12CC3CC(CC(C3)C1)C2)C1CCS(=O)(=O)C1 (configuration not stated)	97	1	-4	-10	11	88	90	-5	-10
COc1ccc(-c2cc(C#N)nc(N3CCN(c4ccccc4)CC3)n2)cc1	111	15	10	-11	-2	113	103	-1	2
Cc1cc2ccccc2c(=O)n1CC(=O)Nc1ccc2c(c1)OCCO2	94	-1	10	-15	11	89	85	1	-9
CCOCCCNC(=O)c1ccc(NC(C)=O)cc1	99	6	2	2	-1	101	105	-5	4
N#CC1=C(N)Oc2c(ccc3ccccc23)C1c1cccs1 (configuration not stated)	53	26	1	-48	1	22*	17*	-1	0
Cc1nc2ccccc2c2oc(C(=O)NCCCN3CCCC3=O)cc12	94	-3	.	.	.	103	90	.	.
C/C(=N\NS(=O)(=O)c1ccc(Cl)c([N+](=O)[O-])c1)c1ccc(C)o1	105	-6	-4	-5	11	85	51	-7	-8
COc1ccc(Nc2nnc(SCC(=O)c3cc(C)n(CC4CCCO4)c3C)s2)cc1 (configuration not stated)	.	14	-4	-5	11	.	.	-5	-13
CCC(C)NC(=O)c1cn(C)c(=O)c2cc(OC)c(OC)cc12 (configuration not stated)	112	8	.	.	.	108	93	.	.
CC(C)(C)n1ncc2c(=O)n(CC(=O)Nc3ccc4c(c3)OCCO4)cnc21	91	5	1	2	1	82	80	-2	-4
Cc1ccc2nsnc2c1N(S(C)(=O)=O)S(C)(=O)=O	100	-11	.	.	.	100	94	.	.
CC(NC(=O)OCc1ccccc1)C(=O)NCC1CCCO1 (configuration not stated)	108	-3	15	7	2	105	90	-4	-2
CCOc1ccc(-c2noc(=O)[nH]2)cc1	.	-3	-7	13	-3	107	90	-3	2
Brc1ccccc1-c1nnc2sc(Cc3ccccc3)nn12	95	25	-4	10	0	112	85	-11	-2
COc1ccccc1CNC(=O)c1cn(C)c(=O)c2cc(OC)c(OC)cc12	102	9	5	-18	17	93	90	12	-15
O=C(CSc1nnc2c3ccccc3c3ccccc3c2n1)Nc1ccccc1	.	45*	1	-7	6	.	.	-6	-5
Nc1nc(SCc2nnc(SCC(=O)O)n2-c2ccccc2)nc2sc3c(c12)CCCC3	92	4	5	2	-11	77	92	-3	6
N#Cc1cc2c(nc1SCC1COc3ccccc3O1)CCC2 (configuration not stated)	.	20	4	7	3	.	.	-3	-3
COc1ccc(CN(C(=S)Nc2ccccc2)C2CC(=O)N(c3ccc(Cl)cc3)C2=O)cc1 (configuration not stated)	.	22	-2	-6	7	.	.	-4	-5
COc1ccc(C)cc1Nc1cc(C)nc2nc(C)nn12	89	8	.	.	.	77	25*	.	.
CC(=O)c1nc2ccccc2n1S(=O)(=O)c1ccc(C)cc1	99	40*	-5	13	-6	95	93	-10	5
COc1ccc(C)cc1C(=O)CCC(=O)Nc1ccccc1N1CCOCC1	91	14	-2	-15	-5	110	81	-7	5
O=C1CN(c2ccc(Cl)cc2)C(=O)CN1NC(=S)Nc1ccc(Cl)cc1	.	8	-7	0	0	.	.	-1	3
O=C(COc1ccccc1)Nc1cccc2c1CCCC2	.	-6	-2	16	0	.	.	-5	2
O=C(O)CSCNC(=O)C12CC3CC(CC(C3)C1)C2	99	-7	-7	-9	9	98	79	-6	-11
CC(=O)N1CCc2cc(Br)cc(S(=O)(=O)N3CCN(c4ccccn4)CC3)c21	98	.	-7	-2	9	87	80	1	-7
Cc1ccccc1OCCCC(=O)Nc1ccc2c(c1)OCO2	98	18	-7	-8	55	111	71	1	-54

Sorted by the number under S1P2 ag (low to high): some entries from above
SMILES | PTPN22 act | S1P2 antag | sEH inhibitor | S1P2 ag | sEH activator
CC(=O)c1nc2ccccc2n1S(=O)(=O)c1ccc(C)cc1 | -5 | 13 | -6 | -10 | 5
O=C(CSc1nnc2c3ccccc3c3ccccc3c2n1)Nc1ccccc1 | 1 | -7 | 6 | -6 | -5
N#Cc1cc2c(nc1SCC1COc3ccccc3O1)CCC2 (configuration not stated) | 4 | 7 | 3 | -3 | -3

(continued)
SMILES	Fibroblast inh	PostGolgi ctrl	PTPN22 act	S1P2 antag	sEH inhibitor	HUVEC prolif 384	H69AR growth 86K	S1P2 ag	sEH activator
COc1cccc(N2C(=O)C(O)=C(C(C)=O)C2c2ccc(OC)c(OC)c2)c1 (configuration not stated)	113	1	15	-19	6	100	112	-2	-7
O=c1oc(-c2ccccc2NS(=O)(=O)c2ccccc2)nc2ccccc12	.	8	-5	-28	16	.	.	-4	-14
Cc1ccc(C(=O)Nc2nnc(-c3ccncc3)s2)o1	96	2	.	.	.	76	84	.	.
CCN1CCN(CCNC(=O)C2CCN(Cc3nc(-c4ccc(Cl)cc4)oc3C)CC2)CC1	97	20	.	13	.	75	95	-1	.
CC(=O)n1cc(C(C[N+](=O)[O-])SCCN)c2ccccc21 (configuration not stated)	24*	2	3	5	.	22*	1.6*	-5	.
O=C(Nc1ccccc1)C1CC(=O)n2ncnc2N1 (configuration not stated)	.	2	-5	-35	23	.	.	-2	-23
COc1ccccc1NC(=O)c1cc2ccccc2o1	93	.	7	-17	-6	82	59	-7	12
S=C(Nc1ccc(Cl)cc1)NC1CC2CCCC(C1)N2C1CCCC1 (configuration not stated)	.	-6	3	-12	4	.	.	-3	-2
Cc1ccccc1NC(=O)c1ccc(-c2ccc(Cl)cc2Cl)o1	104	54*	-12	-9	-5	91	58	-3	5
CCOC(=O)C1CCN(c2c(NCc3ccc(C(=O)NC4CCCC4)cc3)c(=O)c2=O)CC1	103	1	1	-31	-2	101	93	0	1
O=C(Nc1sc2c(c1-c1nc3ccccc3[nH]1)CCCC2)C1CC1	60	3	-5	0	-22	51	46	-3	22
Cc1onc(-c2c(F)cccc2Cl)c1C(=O)Nc1ccc(S(=O)(=O)Nc2ncccn2)cc1	98	-1	1	-11	-2	94	109	-2	2
CCOC(=O)N1CCN(C(=O)C(c2ccccc2)c2ccccc2)CC1	.	6	14	-4	4	.	.	-5	-1
COc1ccc(-c2nc3n(n2)C(c2ccccc2)C2=C(CCCC2=O)N3)cc1OC (configuration not stated)	99	-7	3	-2	6	84	87	-5	-5
Cc1nc2c(-c3ccc(F)cc3)c(C)nn2c(C)c1CCC(=O)N1CCN(c2ccccn2)CC1	102	22	0	22	10	89	85	-1	-10

Pulled by structure from the entries so far, 6 records:
SMILES	Fibroblast inh	PostGolgi ctrl	PTPN22 act	S1P2 antag	sEH inhibitor	HUVEC prolif 384	H69AR growth 86K	S1P2 ag	sEH activator
Cc1ccccc1NC(=O)c1ccc(-c2ccc(Cl)cc2Cl)o1	104	54*	-12	-9	-5	91	58	-3	5
S=C(Nc1ccc(Cl)cc1)NC1CC2CCCC(C1)N2C1CCCC1 (configuration not stated)	.	-6	3	-12	4	.	.	-3	-2
CCN1CCN(CCNC(=O)C2CCN(Cc3nc(-c4ccc(Cl)cc4)oc3C)CC2)CC1	97	20	.	13	.	75	95	-1	.
Cc1ccc(C(=O)Nc2nnc(-c3ccncc3)s2)o1	96	2	.	.	.	76	84	.	.
CC(=O)n1cc(C(C[N+](=O)[O-])SCCN)c2ccccc21 (configuration not stated)	24*	2	3	5	.	22*	1.6*	-5	.
CCOC(=O)C1CCN(c2c(NCc3ccc(C(=O)NC4CCCC4)cc3)c(=O)c2=O)CC1	103	1	1	-31	-2	101	93	0	1

Entries of single compounds from above:
Record of COc1ccc(-c2cc(C#N)nc(N3CCN(c4ccccc4)CC3)n2)cc1 → Fibroblast inh: 111; PostGolgi ctrl: 15; PTPN22 act: 10; S1P2 antag: -11; sEH inhibitor: -2; HUVEC prolif 384: 113; H69AR growth 86K: 103; S1P2 ag: -1; sEH activator: 2
Record of COc1cccc(N2C(=O)C(O)=C(C(C)=O)C2c2ccc(OC)c(OC)c2)c1 (configuration not stated) → Fibroblast inh: 113; PostGolgi ctrl: 1; PTPN22 act: 15; S1P2 antag: -19; sEH inhibitor: 6; HUVEC prolif 384: 100; H69AR growth 86K: 112; S1P2 ag: -2; sEH activator: -7

(next part)
SMILES	Fibroblast inh	PostGolgi ctrl	PTPN22 act	S1P2 antag	sEH inhibitor	HUVEC prolif 384	H69AR growth 86K	S1P2 ag	sEH activator
CCOc1ccc(S(=O)(=O)NCCN2CCOCC2)c2ccccc12	.	7	-3	1	8	.	.	-2	-9
O=C(c1cc(-c2ccc(Cl)cc2Cl)on1)N1CCN(C(=O)c2ccco2)CC1	110	13	19	-12	7	127	100	-4	-4
C=CCOc1ccc(C2c3c(oc4ccccc4c3=O)C(=O)N2CCCN2CCOCC2)cc1 (configuration not stated)	102	0	-6	3	8	91	92	-6	-7
O=C(O)C1CCN(C(=O)c2ccccc2Cl)CC1	100	-6	0	-1	-3	93	94	-4	1
COc1ccccc1N1CCN(C(=O)CSc2nnc(NC(=O)C3CC3)s2)CC1	108	-2	12	2	.	92	97	-6	.
COc1ccc(C)cc1NC(=O)CCN1CCCC1	110	7	11	5	-18	88	97	-3	18
O=C(NCc1ccccc1)c1c[nH]c2cc3c(cc2c1=O)OCCO3	96	.	-5	-13	12	84	75	-5	-7
O=C(NCCOC(=O)c1ccc(Cl)c(S(=O)(=O)N2CCCCC2)c1)c1ccncc1	102	1	5	3	-15	95	95	-5	12
CC(C)(C)c1cc(NC(=O)c2cc(F)c(F)c(F)c2F)no1	50	0	.	.	.	69	35*	.	.
COc1cccc(N=Nc2c(=O)[nH]n3c(=O)cc(C)[nH]c23)c1	.	5	16	-18	2	.	.	-3	0
c1ccc(CSc2nnc([C@@H]3CCCN3)o2)cc1	113	-1	2	17	-4	105	104	-9	4
O=C(CSc1ccc2nnc(-c3ccccc3)n2n1)N1CCN(c2ccccc2)CC1	97	.	4	15	9	73	74	0	-9
CC(C)CCNC(=O)C1C2C=CC3(CN(Cc4ccccc4Cl)C(=O)C13)O2 (configuration not stated)	.	6	4	22	-1	.	.	-2	0
COC(=O)C1=C(Nc2ccc(C)cc2)C=C(C)C(C(=O)OC)C1c1ccc(OC)cc1 (configuration not stated)	62	.	3	-20	5	67	24*	2	-5
Cc1ccc2nc(-c3ccc(SCC(=O)O)nc3)[nH]c2c1	.	6	1	-17	10	.	.	-7	-12
COc1cccc(OC)c1C(=O)Nc1ccc(CN2CCOCC2)cc1	101	3	12	15	-3	92	87	-4	3
COc1cc(C(=O)OCC(=O)c2cc(C)n(C)c2C)cc(OC)c1OC	67	5	8	-17	0	64	24*	6	2
Cc1c(C(=O)N2CCCC2)nnn1-c1nonc1N	101	7	4	-19	-6	96	96	-1	8
